Statin myotox sup: suppressors of statin myotoxicity in C2C12 myotubes, primary screen, cell-based, single point, plate reader; C2C12 myotubes + simvastatin, ATP luminescence, 48 h; scaled: DMSO 0, geranylgeraniol control 100; AID 602340, 2012; rescue of ATP level, % at 7.49 µM; actives 0.78% (n = 330,000);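 active = mean ATP rescue above about 67%, or every replicate alone reaching that limit, limit read from the data, passing the limit was not always enough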;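 also: myotubes were challenged with 10 µM simvastatin during compound exposure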
GSIS activator: GLuc luminescence reporter in INS-1E cells, primary screen for activators of glucose-dependent secretion of insulin; INS-1E GLuc reporter insulin secretion, 2-3 h; activation, % at 16.6 µM; actives 0.61% (n = 370,000);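 active = lowest replicate activation of at least 40%, so every replicate reaches that level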;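 also: 0% = median of neutral control wells and 100% = median of IBMX positive control wells; some compounds called inactive have numbers as strong as hits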
F508del corr: F508del CFTR correction, initial screen, CFBE line, single point. activity (quench increase), % at 7.58 µM. actives 0.36% (n = 350,000). AID 720511, 2013. CFBE cells, YFP halide quenching; stimulated with forskolin plus potentiator P3; % fluorescence drop versus neutral controls;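 active = mean added fluorescence quench of at least 8% versus neutral control, with both replicates also reaching 8%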;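 also: cells transiently co-express mutant CFTR-F508del with the halide-sensitive YFP; corrector assay measuring rescue of mutant channel to the surface after 24 h compound exposure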
miR-122 sensor: miR-122 Renilla sensor signal increase in Huh7, primary screen, miR-122 inhibitor project, cell-based, single point, plate reader. activation (reporter increase), % at 12.5 µM. actives 0.3% (n = 340,000). Huh7 miR-122 Renilla luciferase sensor, 48 h; neutral wells = 0, positive control = 100;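 active = mean replicate activation score at least 90 and every replicate individually at or above 90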;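 also: higher luciferase means less miR-122 activity so hits act as miR-122 inhibitors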
PglD DTNB: C. jejuni PglD acetyltransferase inhibitors, primary screen, biochemical, DTNB colorimetric, single point | UDP-N-acetylbacillosamine N-acetyltransferase PglD (Campylobacter jejuni) | purified PglD enzyme, DTNB colorimetric CoA detection | inhibition, % at 12.5 µM | actives 0.098% (n = 360,000) | AID 602405, 2012; in the data active = inhibition above about 16%, passing the limit was not always enough; also: strong numbers were not always called active
Cneo AK release: Cryptococcus neoformans cell lysis inducers, primary screen, AK release luminescence, single concentration. lysis activity, % at 15 µM. actives 0.2% (n = 360,000). C. neoformans lysis, adenylate kinase release luminescence, 4 h; normalised: neutral wells 0, clomiphene wells 100;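 active = mean lysis activity across replicates of at least 80%, whatever share of replicates individually reach that level; inactive = mean lysis activity below 80%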
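Material: C. neoformans cells; Schedule: 4 h static compound exposure, 37 °C, read 1 h post-reagent; Measured by: adenylate kinase release luminescence; Read-out: signal increase indicating cell lysis; Controls: Clomiphene as positive lysis control.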
FN deposit inh: inhibitors of fibronectin matrix deposition, primary screen, AH1F cells, Alexa488-fibronectin fluorescence, plate reader; actives 0.086% (n = 350,000); inhibition, % at 12.6 µM; AID 743247, 2014; AH1F fibroblasts, overnight;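 active = mean inhibition across replicates of 30% or more, regardless of how many single replicates reach that level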;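 also: positive control wells lacked labelled fibronectin entirely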
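Assay system: AH1F fibroblast monolayer, labelled fibronectin deposition. Amount: 10000 cells per well. Also added: labelled fibronectin 24 nM. Compound: single-point pinned compound. Incubation: cell attachment 1 h, compound and FN exposure overnight. Detection: fluorescence after three HBSS washes, excitation 485 nm, emission 525 nm. Read-out: inhibition of fibronectin deposition signal.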
PGC1a acetyl inh: inhibitors of PGC1a acetylation signal, primary screen, cell-based, U2OS, AlphaScreen, inhibitor mode; AlphaScreen anti-acetyl-lysine; with virally co-expressed GCN5 acetyltransferase; inhibition, % at 15.6 µM; actives 0.17% (n = 350,000);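 active = every replicate shows inhibition of at least 40%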;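 also: 0% = neutral control wells and 100% = positive control wells; some results beyond the cut were filed as inactive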
Starred values were filed as active, the others as inactive; x = not tested or not shown; [ ] = another dose, or the depositor's remark. The order is random (roughly 2.1% active in at least one column).

SMILES | Statin myotox sup | GSIS activator | F508del corr | miR-122 sensor | PglD DTNB | Cneo AK release | FN deposit inh | PGC1a acetyl inh
Nc1nnc(SCC(=O)OCC(=O)NC23CC4CC(CC(C4)C2)C3)s1 | 10 | -17 | -1.8 | x | x | x | -1 | -10
COc1ccc(Cl)cc1NCCC(O)c1ccc(F)cc1 (stereo not drawn) | 8 | -39 | -0.6 | x | 2 | 1 | -1 | x
CCc1ccccc1NC(=O)CSc1nnc([C@@H](NC(=O)OC(C)(C)C)C(C)CC)o1 (stereo partly drawn) | x | x | x | 0 | 4 | 6 | 0 | x
CN(C)C(=O)C[C@H]1CC[C@H]2[C@@H](COC[C@@H](O)CN2C(=O)C2CCCC2)O1 | -2 | 7 | 4.2 | -6[16.7 µM] | 2 | 0 | -3 | 6
COc1ccc(C(=O)N2CCN(Cc3ccccn3)CC2)cc1 | 0 | 32 | -2.7 | x | 9 | 0 | 3 | 1
O=C(NCc1nc(-c2ccccc2)no1)c1ccc2c(c1)OCO2 | 23 | 23 | x | x | -4 | 0 | -3 | -1
CC(=O)c1c(C)[nH]c(C(=O)CSc2nnc(NC3CC3)s2)c1C | 2 | -26 | -0.1 | 19 | 4 | 5 | x | x
CN(C(=O)c1cccn(Cc2ccccc2)c1=O)c1ccccc1 | x | 26 | 1.3 | x | x | x | 6 | 6
C[C@@H]1CCCCO[C@@H](CN(C)C(=O)CCCN(C)C)[C@@H](C)CN([C@H](C)CO)C(=O)c2cc(NS(=O)(=O)c3ccc(F)cc3)ccc2O1 | x | 20 | -2.1 | -1[16.7 µM] | 0 | 1 | -9 | -6
COc1ccc(/C=C2\SC(=O)N(CC(=O)NCCC(C)C)C2=O)cc1OC | x | -7 | -0.7 | -3 | -11 | 5 | 7 | -7
CCOC(=O)c1[nH]c2cc(OC)c(OC)cc2c1NC(=O)c1ccc2c(c1)OCO2 | x | 69* | x | 1 | x | x | -6 | -14
CN1CCN(C(=O)C[C@@H]2CC[C@@H]3[C@@H](COc4ccc(NC(=O)C5CC5)cc4C(=O)N3C)O2)CC1 | -6 | 13 | -2.5 | 4[16.7 µM] | 36 | -1 | -4 | -3
OCCOCCNc1ncnc2c1cnn2-c1ccc(Cl)cc1 | x | x | x | -5 | 0 | -5 | x | 10
COCCNC(=O)CSCc1c(F)cccc1Cl | -12 | 0 | 1.7 | -1 | 2 | -2 | x | -1
O=C(c1ccc2c(c1)OCO2)N(c1ccc(Cl)cc1)C1C=CS(=O)(=O)C1 (stereo not drawn) | 4 | x | x | -6 | -1 | -4 | 6 | x
Cc1ccc(C)c(NS(=O)(=O)c2ccc(OCC(=O)N3CCOCC3)cc2)c1 | 11 | x | x | 2 | -4 | 1 | x | -5
Cc1noc(C)c1S(=O)(=O)N1CCC(C(=O)N(C)Cc2ccccc2)CC1 | -11 | x | x | 2 | 1 | 1 | x | -7
CCCNC(=O)C[C@H]1CC[C@H]2[C@H](COc3ccc(NS(=O)(=O)CC)cc3C(=O)N2C)O1 | -4 | 6 | 0.9 | -2[16.7 µM] | 3 | 1 | -17 | -7
Cc1ccc(C(C(=O)NC2CCCC2)N(Cc2ccco2)C(=O)CCC(=O)Nc2ccccn2)cc1 (stereo not drawn) | 5 | x | x | 2 | 2 | 1 | x | 7
O=C(NCCCn1ccnc1)c1cc(-c2ccc3c(c2)OCO3)on1 | -21 | -2 | 0.7 | 10 | -8 | -2 | x | -11
Cc1ccc(NC(=O)CCC(=O)NNC(=O)CCc2ccccc2)c(C)c1 | 1 | 4 | -3.3 | 7 | x | -3 | -6 | 11
O=C(O)c1cc(=O)c2c(OCC(O)COc3cccc4oc(C(=O)O)cc(=O)c34)cccc2o1 | 0 | x | -1.8 | -8 | -1 | 1 | 2 | 2
O=C(O)/C=C\C(=O)Nc1cccc(NC(=O)c2ccccc2)c1 | -3 | 3 | 0.1 | -9 | x | x | 1 | -4
CCNC(=O)/C(C#N)=C/c1c(N2CCN(c3cccc(Cl)c3)CC2)nc2c(C)cccn2c1=O | -3 | -3 | -2.3 | 10 | 3 | 0 | 4 | -14
CCS(=O)(=O)N1CCC(C(=O)O)CC1 | x | -4 | 2.6 | x | x | x | 5 | -1

Reprinted at random: 2 entries already listed, in no set order.
SMILES | Statin myotox sup | GSIS activator | F508del corr | miR-122 sensor | PglD DTNB | Cneo AK release | FN deposit inh | PGC1a acetyl inh
CN1CCN(C(=O)C[C@@H]2CC[C@@H]3[C@@H](COc4ccc(NC(=O)C5CC5)cc4C(=O)N3C)O2)CC1 | -6 | 13 | -2.5 | 4[16.7 µM] | 36 | -1 | -4 | -3
CC(=O)c1c(C)[nH]c(C(=O)CSc2nnc(NC3CC3)s2)c1C | 2 | -26 | -0.1 | 19 | 4 | 5 | x | x

More results.
SMILES | Statin myotox sup | GSIS activator | F508del corr | miR-122 sensor | PglD DTNB | Cneo AK release | FN deposit inh | PGC1a acetyl inh
Cc1cc(NC(=O)c2ccco2)no1 | -5 | x | x | 3 | 6 | -3 | x | -11
C[C@@H]1CN([C@@H](C)CO)S(=O)(=O)c2ccc(-c3ccccc3)cc2O[C@H]1CN(C)Cc1ccncc1 | -147 | -28 | 2.4 | 6[16.7 µM] | 1 | -6 | -7 | 8
O=C(O)c1ccccc1C(=O)Nc1ccc(Nc2ccccc2)cc1 | -5 | -12 | -1.4 | -3 | -2 | 0 | -9 | 6
Cc1cc(C)cc(NC(=O)C2CCN(S(C)(=O)=O)CC2)c1 | -1 | x | 0.2 | -2 | 0 | -3 | 6 | -13
COC(=O)c1ccc(C)c(NC(=O)Cc2coc3cc(OC)ccc23)c1 | 9 | -5 | 3.4 | 7 | -8 | 0 | x | -8
COc1ccc(S(=O)(=O)Cc2ccccc2)cc1N | -3 | x | x | -12 | -2 | 6 | x | x
O=C(O)C(c1ccccc1)c1ccccc1 | 1 | 12 | -1.1 | 2 | -4 | 1 | x | 8
O=C(O)c1nc(-c2ccccc2)n(-c2ccc(Cl)cc2)n1 | -2 | x | x | 2 | 0 | -2 | x | -8
C/C(=N\N1CCN(Cc2ccc(Cl)cc2)CC1)c1ccc([N+](=O)[O-])cc1 | x | -13 | 0.1 | -5 | -2 | 4 | -8 | 3
Cc1ccc(S(=O)(=O)N(C)C[C@@H]2Oc3ccc(NC(=O)c4ccncc4)cc3C(=O)N([C@H](C)CO)C[C@H]2C)cc1 | 11 | -10 | 2.5 | -5[16.7 µM] | -5 | -1 | x | 3
Cn1cccc1/C=N/NC(=O)c1cccs1 | -8 | -4 | -4.0 | -6 | 0 | -1 | -9 | 8
COc1cc(/C=C(\C#N)C(=O)NCC2CCCO2)ccc1OCC(=O)O (stereo not drawn) | x | x | 4.1 | 0 | 3 | 1 | -4 | -1
COc1cc2c(C#CCO)c(-c3ccc(C#N)cc3)oc(=O)c2cc1OC | -19 | x | 4.5 | 4 | -3 | 0 | -4 | 0
Cc1ccc(C)c(S(=O)(=O)N2CCN(C(=O)[C@H](C)N3C(=O)C4CC=CCC4C3=O)CC2)c1 (stereo partly drawn) | -1 | -6 | 0.7 | -12 | -2 | 1 | -3 | -7
CO[C@@H]1CN(C)C(=O)c2cc(NC(=O)c3ccc4c(c3)OCO4)ccc2OC[C@H](C)N(CC2CC2)C[C@H]1C | -8 | -1 | 0.3 | x | -1 | 4 | x | 3
CCOC(=O)N[C@H](Cc1c[nH]c2ccccc12)C(=O)NC1CC1 | x | 3 | -1.0 | 4 | 5 | 0 | -1 | 3
Cc1nc2c(nnn2Cc2ccccc2)c(=O)n1-c1ccccc1 | -8 | x | x | 5 | 3 | 0 | x | 7
CCOc1ccc(-n2c(SCC(=O)Nc3ccc4c(c3)OCO4)nc3ccccc3c2=O)cc1 | x | x | x | -2 | -6 | 2 | -3 | -15
O=C1CNC(=S)N1CCCn1ccnc1 | 2 | 7 | -3.2 | -2 | -10 | 7 | 9 | 2
COc1ccc(S(=O)(=O)N2CCc3ccccc32)cc1C(=O)NCc1ccco1 | 17 | -10 | 0.5 | 25 | 0 | 4 | -5 | x
C[C@@H]1CN([C@@H](C)CO)C(=O)c2cc(NC(=O)Nc3ccc(C(F)(F)F)cc3)ccc2O[C@@H](C)CCCCO[C@@H]1CN(C)C(=O)Nc1cccc2ccccc12 | 16 | 2 | 3.4 | 5[16.7 µM] | 2 | 66 | x | 7
Cc1noc(C)c1CSCC(=O)OCC(=O)NC1CCCCC1 | 7 | -6 | x | -1 | -3 | 0 | 11 | -6
C[C@H](CO)N1C[C@H](C)[C@@H](CN(C)C(=O)Nc2cccc3ccccc23)Oc2ccc(NC(=O)Nc3ccc4c(c3)OCO4)cc2C1=O | -20 | 16 | -0.4 | -2[16.7 µM] | 1 | 1 | x | 0
CN(C)CCN(Cc1ccccc1)C(=O)c1[nH]c(C(F)(F)F)nc1-c1ccccc1 | 7 | 15 | 2.9 | 1 | 4 | -2 | -7 | -6
CCC(O)c1nc2ccccc2n1CCc1ccccc1 (stereo not drawn) | 20 | 28 | -0.8 | x | -7 | 0 | -1 | -9
C[C@H](O)C#Cc1cnc2c(c1)C(=O)N([C@H](C)CO)C[C@@H](C)[C@@H](CN(C)CC1CCOCC1)O2 | -6 | 14 | -1.2 | 0[16.7 µM] | -8 | -4 | -9 | -6
O=C1NC(Cc2ccccc2)c2nc3ccc(F)cc3c(=O)n2-c2cc3ccccc3cc21 (stereo not drawn) | -46 | -29 | 6.0 | 12 | 4 | -3 | 3 | -13

Compounds listed so far with an aryl methoxy group:
SMILES | Statin myotox sup | GSIS activator | F508del corr | miR-122 sensor | PglD DTNB | Cneo AK release | FN deposit inh | PGC1a acetyl inh
COc1ccc(Cl)cc1NCCC(O)c1ccc(F)cc1 (stereo not drawn) | 8 | -39 | -0.6 | x | 2 | 1 | -1 | x
COc1ccc(C(=O)N2CCN(Cc3ccccn3)CC2)cc1 | 0 | 32 | -2.7 | x | 9 | 0 | 3 | 1
COc1ccc(/C=C2\SC(=O)N(CC(=O)NCCC(C)C)C2=O)cc1OC | x | -7 | -0.7 | -3 | -11 | 5 | 7 | -7
CCOC(=O)c1[nH]c2cc(OC)c(OC)cc2c1NC(=O)c1ccc2c(c1)OCO2 | x | 69* | x | 1 | x | x | -6 | -14
COC(=O)c1ccc(C)c(NC(=O)Cc2coc3cc(OC)ccc23)c1 | 9 | -5 | 3.4 | 7 | -8 | 0 | x | -8
COc1ccc(S(=O)(=O)Cc2ccccc2)cc1N | -3 | x | x | -12 | -2 | 6 | x | x
COc1cc(/C=C(\C#N)C(=O)NCC2CCCO2)ccc1OCC(=O)O (stereo not drawn) | x | x | 4.1 | 0 | 3 | 1 | -4 | -1
COc1cc2c(C#CCO)c(-c3ccc(C#N)cc3)oc(=O)c2cc1OC | -19 | x | 4.5 | 4 | -3 | 0 | -4 | 0
COc1ccc(S(=O)(=O)N2CCc3ccccc32)cc1C(=O)NCc1ccco1 | 17 | -10 | 0.5 | 25 | 0 | 4 | -5 | x
